# 15-hLO inh – qHTS Assay for Inhibitors of 15-hLO (15-human lipoxygenase). Polyunsaturated fatty acid lipoxygenase ALOX15 (Homo sapiens), P16050. purified 15hLO-1, xylenol orange hydroperoxide absorbance. Potency, µM (top dose mostly 57.1 µM), without a hit: at the top dose activity change, negative = inhibition, hits mostly inhibitors. 1.4% of 74,000 active; further: potency means the concentration at half of the fitted maximal effect; on the % scale 0 is the no-effect control and ±100 the full control effect; nearly all actives have a fitted effect of over 55% in size
# Target sequence (P16050 whole entry, looked up): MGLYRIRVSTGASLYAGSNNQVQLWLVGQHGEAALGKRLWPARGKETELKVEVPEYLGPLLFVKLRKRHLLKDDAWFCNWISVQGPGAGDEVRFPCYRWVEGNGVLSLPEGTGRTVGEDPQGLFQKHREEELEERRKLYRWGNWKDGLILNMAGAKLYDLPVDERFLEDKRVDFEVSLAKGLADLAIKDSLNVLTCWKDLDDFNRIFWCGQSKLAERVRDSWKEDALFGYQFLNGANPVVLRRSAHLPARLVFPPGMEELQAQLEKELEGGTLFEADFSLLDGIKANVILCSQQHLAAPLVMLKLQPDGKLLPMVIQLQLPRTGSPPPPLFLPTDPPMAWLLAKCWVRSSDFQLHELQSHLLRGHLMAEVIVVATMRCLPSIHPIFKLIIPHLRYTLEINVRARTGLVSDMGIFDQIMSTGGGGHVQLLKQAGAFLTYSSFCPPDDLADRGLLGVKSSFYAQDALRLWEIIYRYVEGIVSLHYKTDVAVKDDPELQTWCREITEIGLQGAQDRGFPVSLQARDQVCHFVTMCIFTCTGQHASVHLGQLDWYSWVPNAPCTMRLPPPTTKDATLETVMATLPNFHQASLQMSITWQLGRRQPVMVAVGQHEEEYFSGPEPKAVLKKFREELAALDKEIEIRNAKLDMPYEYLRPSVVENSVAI
#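 Readout: Fe(III)-xylenol orange absorbance, 573-to-405 nm ratio as reaction progress. Enzyme 40 nM purified human 15hLO-1, substrate 50 uM arachidonic acid, 6 min RT after 15 min compound preincubation; Hepes pH 7.5 buffer with Triton X-100.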
# A350 fluor – qHTS Assay for Spectroscopic Profiling in A350 Spectral Region; Compound autofluorescence, 340/450 nm, Alexa 350 dye-equivalents; active compounds read high; 11% of 59,000 active; max dye-equivalent concentration, M; in the data active means max dye-equivalent concentration above about 10 nM; inconclusive means mostly about 1.1 nM to 9.6 nM
# Epigenetic mod – qHTS Assay for Epigenetic Modulators | Potency, µM (top dose mostly 46.1 µM), for inactives: top-dose GFP derepression (activation) | 0.09% of 68,000 active | mouse C127i GFP locus derepression, cytometry, 30 h | AID 597, 2007; further: % of control where 0% means no effect
#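 Locus derepression in mouse mammary C127i cells whose integrated CMV-GFP reporter is normally silent; GFP expression after 30 h compound treatment was quantified by counting fluorescent cells.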
# 4MU fluor – qHTS Assay for Spectroscopic Profiling in 4-MU Spectral Region. compound autofluorescence, 340/450 nm, 4-MU equivalents; active compounds read high. max dye-equivalent concentration, M. 11% of 59,000 active. AID 589, 2007; in the data active means max dye-equivalent concentration above about 10 nM; inconclusive means mostly about 1.1 nM to 9.6 nM
#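 Compounds in 100 mM Tris, pH 8.0, incubated 15 min at room temperature, then fluorescence read at 340 nm excitation/450 nm emission. Signal converted to 4-MU dye-equivalent concentration using an on-plate six-point 4-MU standard curve.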
# Ub-GFP proteasome – Ubiquitin-GFP Assay. Ubiquitin-GFP reporter cells, proteasome inhibition, GFP fluorescence; response scale: untreated = 0%, 10 µM MG-132 = 100%. 67,000 tested, under 10 active. AID 526, 2006. Potency, µM (top dose mostly 45.9 µM), for inactives: at the top dose activation (GFP accumulation), usual class: activators; active means well fitted activation curve with a large enough effect, not every such curve was filed as active; inconclusive means small, poorly fitted or top-dose-only effect, or another doubt; inactive means no such curve, though single readings can be large or run the other way; further: potency means the concentration at half of the fitted maximal effect
#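 U2OS Ub(G76V)-GFP reporter; O/N plating, 0.5% FBS; cpd 46 uM–2.9 nM, 4 h, 37 °C; GFP+ cell count, 488/515 nm; norm. to basal vs 10 uM MG-132; CRC fit.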
# BRCT inh green – qHTS Assay for Inhibitors of BRCT-Phosphoprotein Interaction (Green Fluorophore). Breast cancer type 1 susceptibility protein (Homo sapiens), P38398. BRCA1 BRCT-phosphopeptide binding, green fluorescence polarization. Potency, µM (top dose mostly 76.9 µM), for inactives: at the top dose activity change, negative = inhibition, usual class: inhibitors. 0.05% of 75,000 active;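 further: potency means the concentration at half of the fitted maximal effect; plate controls were peptide without protein for full effect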
#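 Fluorescence polarization: His-tagged BRCT (~35 kDa BRCA1 C-terminus, 250 nM) bound to 100 nM fluorescein-labeled phosphorylated 10-aa BACH1 peptide, pH 7.3 phosphate buffer with DTT and Tween 20. Compounds incubated 12 min at room temperature; inhibition read as lowered polarization.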
# Hsp90 Hop PPI – qHTS Assay for Disrupters of an Hsp90 Co-Chaperone Interaction | AlphaScreen TPR2A-His6 binding biotin-Hsp90 C-terminal peptide | Potency, µM (doses to about 57 µM), for the others: at the highest dose activity change, negative = inhibition | 0.44% of 71,000 active | AID 595, 2007; active means well fitted curve in either direction with a large enough effect; inconclusive means small, poorly fitted or top-dose-only effect, or another doubt; further: potency means the concentration at half of the fitted maximal effect; on the % scale 0 is the no-effect control and ±100 the full control effect; many of its hits are not listed in these tables
# HBB splice mod – qHTS Assay for Modulators of Hemoglobin Beta Chain Splicing; 0.06% of 65,000 active; Potency, µM (highest dose often 46.1 µM), for the others: top-dose activation, usual class: activators; HBB splicing reporter cell assay, activation; EGFP reporter with mutant IVS2-654 intron; response scale: normalised to 500 nM splice-correcting PNA; further: potency means the concentration at half of the fitted maximal effect; 0% is about no effect
#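 Compounds were applied for 2 days to HeLa EGFP-654 cells, 500/well in Optimem with 2% FCS. The reporter's EGFP is disrupted by mis-splicing of beta-globin intron IVS2-654. Readout: summed well GFP fluorescence from 488 nm laser scanning; reference was 500 nM antisense […] 654 PNA.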
# BRCT inh red – qHTS Assay for Inhibitors of BRCT-Phosphoprotein Interaction (Red Fluorophore) | Potency, µM (highest dose often 76.9 µM), for the others: at the highest dose activity change, negative = inhibition, usual class: inhibitors | BRCT-phosphopeptide binding, red fluorescence polarization | Breast cancer type 1 susceptibility protein (Homo sapiens), P38398 | 0.03% of 75,000 active; further: on the % scale 0 is the no-effect control and ±100 the full control effect
#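 Rhodamine-labelled pBACH1 10-mer (100 nM) bound to BRCT domain (100 nM) at pH 7.3; compounds incubated 12 min room temperature, polarization read. Free peptide defines full inhibition; unlabelled decapeptide titrated as control.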
# Pol III holo inh – qHTS Assay for Inhibitors of DNA Polymerase III Holoenzyme System; Potency, µM (top dose mostly 57.1 µM), for the others: at the top dose activity change, negative = inhibition; AID 603, 2007; 0.25% of 71,000 active; reconstituted DNA polymerase III holoenzyme replication, biochemical; further: potency means the concentration at half of the fitted maximal effect; on the % scale 0 is the no-effect control and ±100 the full control effect
#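 Reconstituted *E. coli* holoenzyme (0.35 nM Pol III, 1 nM beta, 154 nM SSB, 2 nM primase) was preincubated with compound for 15 min at RT. Synthesis on 1.4 nM ssM13Gori ran 35 min, then was stopped with PicoGreen/EDTA and read as dsDNA fluorescence.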
# CRE Fsk mod – Cell signaling CRE-BLA (Fsk stim); CHO CRE-bla reporter (cAMP response element driving beta-lactamase), forskolin EC10, beta-lactamase ratio; Potency, µM (top dose mostly 38.2 µM), inactives show at the highest dose activity change, negative = inhibition, hits mostly activators; 2.5% of 71,000 active; AID 662, 2007; active means well fitted activation curve with a large enough effect in the signal ratio, with a control signal flat, not every such curve was filed as active; inconclusive means small, poorly fitted or top-dose-only effect, or effect the other way, or a change in a side signal; the % refers to the signal ratio; further: potency means the concentration at half of the fitted maximal effect; % of control where 0% means no effect
#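 Forskolin analogue NKH 477 at EC10 stimulated CRE-driven beta-lactamase in CHO cells alongside compound dilution series. Beta-lactamase was measured with CCF4, excitation 405 nm, emission ratio 460/530 nm.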
# * hit, by the source's call; i = inactive; u = inconclusive; x = no result given; [ ] = dose if it differs, or a comment. Unless noted, the call rests on the fitted dose curve; in most records, active means well fitted curve in the direction sought with a large enough effect; inconclusive means small, poorly fitted or top-dose-only effect, or another doubt; inactive means no such curve, though single readings can be large; an effect the other way counts as inactive or inconclusive.
SMILES,15-hLO inh,A350 fluor,Epigenetic mod,4MU fluor,Ub-GFP proteasome,BRCT inh green,Hsp90 Hop PPI,HBB splice mod,BRCT inh red,Pol III holo inh,CRE Fsk mod
CC1(C)Cc2c(C#N)c(NC3CCCCC3)nc(-c3ccco3)c2CO1,-7%,x,x,x,2%,1.1%,u,0.1%,0.7%,0%,3.2µM*
O=C(NCCN1CCOCC1)c1cc2ccccc2o1,-16%,i,-1%,i,4%,-0.7%,2%,x,0.8%,-6%,3%
Cc1nn(-c2cccc(C(=O)O)c2)c(C)c1Oc1ccccc1O,6%,i,-3%,i,-1%,-0.6%,4%,0.2%[57.5 µM],0.8%,-6%,-9%
Cc1ccc(NC(=O)NCCN2C(=O)C3C4C=CC(C4)C3C2=O)cc1 (configuration not stated),-5%,x,x,x,7%,-2.6%,-3%[2.3 µM],0.3%,0.4%,0%,-2%
CCCC(=O)Nc1cccc2c1CCCC2,1%,i,0%,i,1%,-0.4%,-2%,-3.6%,0.3%,-8%,-3%
COc1ccc(OCCSc2nnnn2C2CCCCC2)cc1,5%,i,-1%,i,-4%,-0.8%,11%,-0.3%[57.5 µM],-0.5%,-2%,24%
CC1CCN(S(=O)(=O)c2ccc3[nH]cc(C(=O)NCCN4CCOCC4)c(=O)c3c2)CC1,3%,u,0%,u,6%,3.3%,5%,-0.3%,0.3%,-5%,-18%
O=c1cc(CN2CCN(CCO)CC2)c2cc3c(cc2o1)CCC3,-6%,u,-6%,u,2%,-0.2%,-2%,4.1%[57.5 µM],0.0%,-6%,10%
CCC(c1nnnn1C1CCCC1)N1CCN(c2ccccc2)CC1 (configuration not stated),u,i,0%,i,0%,1.0%,-1%,1.0%,1.4%,-5%,8%
CCOC(=O)Cn1c(=O)oc2cc(S(=O)(=O)NCCc3ccc(OCC)c(OCC)c3)ccc21,3%,i,0%,i,x,-3.2%,-4%,4.4%[0.369 µM],-0.3%,2%,u
COc1ccc(C2C(C(=O)N3CCC(C)CC3)c3ccccc3C(=O)N2C)cc1 (configuration not stated),-1%,u,-1%,u,4%,0.1%,-1%,3.4%,0.1%,-5%,-8%
COC(=O)CCC(=O)Nc1ccc(NC(C)=O)cc1,-3%,i,-3%,i,-16%,-2.6%,-3%,0.7%,-0.8%,5%,4%
O=C(c1cc(C(F)(F)F)cc(C(F)(F)F)c1)N1CCC[C@@]2(CCN(Cc3ccncc3)C2)C1,1%,i,0%[9.22 µM],i,-5%,-5.1%,-3%,3.5%,-0.9%,-11%,1%
CC(=O)c1c(N2CCN(C(=O)c3ccco3)CC2)nc(=S)n(-c2ccccc2)c1C,15%,i,-3%,i,-1%,0.2%,1%,-0.4%,-0.6%,-5%,-2%
C=CCOC(=O)C1=C(C)N=C2SCCC(=O)N2C1c1cccs1 (configuration not stated),2%,i,4%,i,1%,-1.0%,-3%,-0.6%[57.5 µM],-0.2%,-7%,u
N=c1nc(N)nc(N)n1-c1ccc(S(N)(=O)=O)cc1,11%[11.4 µM],i,-3%[9.22 µM],i,-8%[9.17 µM],0.3%[15.4 µM],-1%[11 µM],-1.0%[9.22 µM],-0.1%[15.4 µM],-10%[11.4 µM],7%[7.6 µM]
COc1ccc(CCNC(=O)c2cc(-c3ccc4c(c3)OCO4)on2)cc1OC,6%,i,0%,i,7%,-2.4%,5%,-0.2%,-0.9%,-1%,5%
O=C(CSc1nnc(-c2ccco2)o1)c1ccc(F)c(F)c1,5%,i,2%,i,10%,2.6%,-4%,-1.3%,-1.4%,1%,u
CC1(C)CC(NS(=O)(=O)c2ccccc2)CC(C)(C)N1,3%,i,-1%,i,8%,-2.6%,-2%,-2.9%,-0.5%,-5%,7%
CC(C)(C)NC(=O)COC(=O)c1snc(C(=O)NC2CCCCC2)c1N,-12%,3.2e-07M*,-2%,3.9e-07M*,-4%,-3.9%,-4%,x,-1.0%,-2%,0%

# Structural class: the compounds so far containing a halogen (two)
SMILES,15-hLO inh,A350 fluor,Epigenetic mod,4MU fluor,Ub-GFP proteasome,BRCT inh green,Hsp90 Hop PPI,HBB splice mod,BRCT inh red,Pol III holo inh,CRE Fsk mod
O=C(c1cc(C(F)(F)F)cc(C(F)(F)F)c1)N1CCC[C@@]2(CCN(Cc3ccncc3)C2)C1,1%,i,0%[9.22 µM],i,-5%,-5.1%,-3%,3.5%,-0.9%,-11%,1%
O=C(CSc1nnc(-c2ccco2)o1)c1ccc(F)c(F)c1,5%,i,2%,i,10%,2.6%,-4%,-1.3%,-1.4%,1%,u

# Other structures
SMILES,15-hLO inh,A350 fluor,Epigenetic mod,4MU fluor,Ub-GFP proteasome,BRCT inh green,Hsp90 Hop PPI,HBB splice mod,BRCT inh red,Pol III holo inh,CRE Fsk mod
O=c1c2cccc3c2c(nn1CN1CCOCC1)-c1ccccc1-3,2%,1.3e-08M*,0%,1.3e-08M*,0%,1.6%,-3%,-1.2%,0.0%,-13%,13µM*
O=C(O)CCN=C1CCCc2ccccc2N1,21%,i,8%,i,2%,0.7%,-1%,-1.6%,-0.4%,-2%,-29%
CN1CCN(c2ncc3nc(-c4cn(C)c5ccccc45)c(=O)n(CCc4ccccc4)c3n2)CC1,-6%,i,0%[9.22 µM],i,-2%,2.0%,-4%,4.8%,1.4%,-10%,u
COc1cccc(-c2noc(-c3cccs3)n2)c1,-2%,u,-2%,u,11%,-0.4%,u,1.2%[1.84 µM],-3.8%,3%,3%
Cc1noc(C)c1CSCC(=O)OCC(=O)Nc1sccc1C#N,1%,i,-2%,i,2%,-2.7%,-1%,-1.4%,0.9%,-2%,u
O=C(O)CC1SC(=O)N(Cc2ccccc2)C1=O (configuration not stated),6%,i,3%,i,3%,-0.8%,-1%,0.5%,1.9%,-1%,-17%
Cn1c(=O)c2c(nc(CN3CCC(C(N)=O)CC3)n2Cc2c(Cl)cccc2Cl)n(C)c1=O,5%,i,3%,i,x,-0.3%,-4%,3.8%[0.369 µM],-1.4%,-3%,25%
COc1cccc(N2C(=O)CC(N3CCC(c4nc5ccccc5[nH]4)CC3)C2=O)c1 (configuration not stated),4%,u,-3%,i,5%,-0.1%,-1%,0.6%,-1.1%,-3%,-6%
Cn1c(CCNC(=O)c2ccccc2F)nnc1SCc1nc2ccccc2c(=O)[nH]1,5%,i,1%,i,1%,-1.9%,-1%,0.9%,-0.5%,-5%,u
O=C(NC1CCCC1)C1CCCN1C(=O)Nc1ccccc1 (configuration not stated),6%,i,0%,i,-2%,-1.9%,-1%,-0.1%[57.5 µM],1.8%,-2%,4%
O=C1c2ccccc2CCC1C(O)c1ccccn1 (configuration not stated),2%,i,4%,i,-2%,0.4%,-8%,0.0%,-0.3%,-2%,-5%
COC(=O)\C(C(C)=O)=C(/C=C/C=C/N(C)C)N(C)C,-25%,i,2%,i,7%,-7.3%,-3%,0.7%[1.84 µM],-0.9%,-4%,20%
COc1ccc(CCNC(=O)C2CCN(S(=O)(=O)c3cccc4nonc34)CC2)cc1OC,2%,i,0%,i,2%,-0.2%,-9%,-5.5%,1.1%,0%,u
COc1ccc(NC(=O)c2ccc(=O)oc2)cc1,6%,i,-3%,i,-1%,1.8%,-2%,0.3%,-0.3%,-2%,-7%
CSCCC(NC(=O)c1occc1C)C(=O)O (configuration not stated),5%,i,2%,i,1%,-1.1%,-4%,-0.7%,-0.3%,4%,-1%
Cn1cnnc1SCc1ccc(F)c2ccccc12,3%[11.4 µM],x,-2%,x,1%[9.17 µM],-1.5%,-5%[11 µM],-1.3%[0.0738 µM],0.8%,1%[11.4 µM],u
N#CCCN1CCN(S(=O)(=O)c2ccc(S(=O)(=O)N3CCCCCC3)cc2)CC1,7%,x,0%,x,19%,-5.3%,-4%,-0.9%,0.3%,-1%,-1%

# Record cards, from the list above. Screens in order: 15-hLO inh	A350 fluor	Epigenetic mod	4MU fluor	Ub-GFP proteasome	BRCT inh green	Hsp90 Hop PPI	HBB splice mod	BRCT inh red	Pol III holo inh	CRE Fsk mod
# Results for O=C(O)CCN=C1CCCc2ccccc2N1 : 21%	i	8%	i	2%	0.7%	-1%	-1.6%	-0.4%	-2%	-29%
# Results for O=c1c2cccc3c2c(nn1CN1CCOCC1)-c1ccccc1-3 : 2%	1.3e-08M*	0%	1.3e-08M*	0%	1.6%	-3%	-1.2%	0.0%	-13%	13µM*

# Compound activity as filed in PubChem BioAssay.
